# Screening results (PubChem)
# MRP reversal – MRP-mediated drug resistance reversal; H69AR cells + 2 uM doxorubicin, CellTiter-Glo, 72 h; differential viability (reversal), % at 10 µM; 0.04% of 85,000 active;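 active = viability drop by adding the cancer drug above about 55%, with treated viability meeting a 40% cutoff, limit read from the data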;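 also: viability without doxorubicin minus viability with 2 µM doxorubicin for each compound; larger differential means the compound sensitizes cells more to doxorubicin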
# IL1B NFkB inh – blocks IL-1B driven NFkB nuclear translocation in HUVEC cells | inhibition, % at 2 µM | HUVEC IL-1B NFkB p65 nuclear translocation imaging | 0.43% of 94,000 active;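 active = inhibition above about 30% together with a positive call from visual inspection of the well image, limit read from the data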;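 also: nuclear over cytoplasmic p65 intensity ratio measured by imaging; 0% = IL-1B stimulated DMSO wells and 100% = unstimulated DMSO wells; values of inactives mirror those of a sister screen read the other way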
# PLAP inhibitors HTS – PLAP enzyme inhibitors, biochemical, luminescence, HTS (AID 690) | purified PLAP, luminescent substrate; higher % means a stronger effect | inhibition, % at 20 µM; hits with a dose series show IC50 in µM | 0.08% of 96,000 active; in the data active = a potency from the dose series; inactive = the rest, 99 in 100 with inhibition below about 30%; also: strong numbers were not always called active
# Bcl-B TR3 displacers – displacers of TR3 peptide from Bcl-B, primary screen, selectivity assay for Bfl-1 inhibitor project, biochemical, fluorescence polarization; FP displacement of FITC-TR3 peptide from Bcl-B; higher % means a stronger effect; one-dose displacement, % at 20 µM; IC50 in µM for titrated hits; 0.11% of 96,000 active; AID 748;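 active = displacement above 50% at 20 µM plus a fluorescence interference ratio under 1.5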;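 also: plate controls were wells without compound for no effect and wells lacking Bcl-B protein for full effect; a part of the inactive calls stands beside numbers as strong as those of hits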
# IL1B NFkB pot – enhances IL-1B driven NFkB nuclear translocation; HUVEC IL-1B NFkB p65 nuclear translocation imaging; activation, % at 2 µM; 0.3% of 94,000 active; AID 819;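 active = activation above 40%, about the mean plus 3 SD, also judged a hit on visual image review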;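 also: percent activation is computed from the nuclear over cytoplasmic p65 intensity ratio; values of inactives mirror those of a sister screen read the other way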
# MRP reversal cytotoxicity – further read-out of MRP reversal, marked with its call; viability, %; H69AR cells, CellTiter-Glo, 72 h; measured here: cytotoxicity without doxorubicin
# MRP reversal with doxorubicin – further read-out of MRP reversal, marked with its call; viability, %; measured here: viability with 2 uM doxorubicin; active compounds read low
# IL1B NFkB inh cell count 2 µM – also measured in IL1B NFkB inh; calls as there; cell count; measured here: cells passing quality filter;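 raw number of nuclei counted in each imaged well without normalization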
# IL1B NFkB pot cell count 2 µM – second read-out of IL1B NFkB pot, no call of its own (marks repeat the call); cell count; measured here: cells passing quality filter
# An asterisk follows results filed as active; nt = not tested or not shown.
SMILES,MRP reversal,MRP reversal cytotoxicity,MRP reversal with doxorubicin,IL1B NFkB inh,IL1B NFkB inh cell count 2 µM,PLAP inhibitors HTS,Bcl-B TR3 displacers,IL1B NFkB pot,IL1B NFkB pot cell count 2 µM
CC1CN(c2nc(-c3ccccc3)nc3ccccc23)CC(C)O1 (configuration not stated),14,86,72,-16,152,6%,1%,16,152
CCOC(=O)C1CCN(C(=O)c2c(-c3c(Cl)cccc3Cl)noc2C)CC1,3,77,73,4,163,-56%,2%,-4,163
CCCn1c(Nc2ccc(Cl)cc2)nc2ccccc21,8,95,87,-8,146,3%,0%,8,146
O=C(Nn1c(Cc2cccs2)nc2ccccc2c1=O)c1cccs1,7,95,88,nt,nt,-16%,-7%,nt,nt
COc1ccc(N2CC(C)Cn3c2nc2c3c(=O)n(Cc3ccccc3F)c(=O)n2C)c(OC)c1 (configuration not stated),nt,nt,nt,10,89,-69%,-2%,-10,89
Cc1ccc(C2c3c(oc4ccccc4c3=O)C(=O)N2c2nnc(C(C)C)s2)o1 (configuration not stated),-1,8,10,nt,nt,-28%,-7%,nt,nt
CCOC(=O)N1CCC(Nc2nc3ccccc3nc2NS(=O)(=O)c2ccc(Cl)cc2)CC1,nt,nt,nt,-27,145,3%,15%,27,145
CCCCC(NC(=O)c1ccc(Cl)cc1)C(=O)O (configuration not stated),-8,93,101,0,134,-29%,11%,0,134
C=CCn1c(SCc2ccc(C#N)cc2)nnc1-c1cccc(OC)c1,1,75,75,17,91,-60%,1%,-17,91
COc1ccc(NC2CC(=O)NC2=O)cc1 (configuration not stated),-5,98,104,-19,173,-1%,-4%,19,173
CCN(Cc1ccccc1)C(=O)COC(=O)c1n[nH]c2ccccc12,18,112,94,1,153,-86%,1%,-1,153
CCN(CC(=O)O)S(=O)(=O)c1cc(Cl)ccc1Cl,9,93,84,-14,143,5%,-10%,14,143
COc1cccc(=O)c2c(C)n(C)c(C)c12,4,78,74,-1,102,2%,5%,1,102
COc1ccc(NC(=S)Nc2ccc(N)c([N+](=O)[O-])c2)cc1,nt,nt,nt,1,179,12%,3%,-1,179
COc1ccc2c(c1)C(C1C(=O)CCCC1=O)c1ccccc1O2 (configuration not stated),nt,nt,nt,-9,137,-2%,7%,9,137
CN(C(=O)C1CCCO1)c1nnc(-c2ccncc2)s1 (configuration not stated),1,94,93,-4,173,14%,-2%,4,173
Cc1ccc(NC(=O)CSc2nnc(-c3cccs3)n2Cc2ccco2)cc1,13,92,80,-7,158,2%,8%,7,158
CCOc1ccccc1C1C(C(=O)Nc2ccccc2OC)=C(C)Nc2nc(CCCO)nn21 (configuration not stated),4,98,94,-4,155,-55%,3%,4,155
CCN(CC)CCCNC(=O)CC1Oc2ccc(C)cc2NC1=O (configuration not stated),6,93,87,-34,181,10%,-4%,34,181
Cn1cccc1Cc1nnc(SCC(=O)NCc2ccc(F)cc2)n1-c1ccc(F)cc1,8,94,86,nt,nt,-49%,-2%,nt,nt
Cc1cc2cc(C(c3nnnn3Cc3ccco3)N3CCc4ccccc4C3)c(=O)[nH]c2cc1C (configuration not stated),-4,65,70,25,114,-59%,-23%,-25,114
O=c1[nH][nH]c(C(F)(F)F)c1C=Nc1ccccc1Cl,nt,nt,nt,-4,124,14%,3%,4,124
O=S(=O)(Nc1ccc(Cc2ccncc2)cc1)c1ccc(Br)cc1,nt,nt,nt,0,176,-6%,7%,0,176
CC(c1ccccc1)N1C(=O)c2ccc(C(=O)NCc3ccco3)cc2C1=O (configuration not stated),14,97,83,2,106,nt,nt,-2,106
Cc1cc(C)c(N(C(=O)Cn2nnc3ccccc32)C(C(=O)NC(C)(C)C)c2ccsc2)c(C)c1 (configuration not stated),nt,nt,nt,6,112,-23%,1%,-6,112

# The closing 2 records of the part before lead into the next:
SMILES,MRP reversal,MRP reversal cytotoxicity,MRP reversal with doxorubicin,IL1B NFkB inh,IL1B NFkB inh cell count 2 µM,PLAP inhibitors HTS,Bcl-B TR3 displacers,IL1B NFkB pot,IL1B NFkB pot cell count 2 µM
CC(c1ccccc1)N1C(=O)c2ccc(C(=O)NCc3ccco3)cc2C1=O (configuration not stated),14,97,83,2,106,nt,nt,-2,106
Cc1cc(C)c(N(C(=O)Cn2nnc3ccccc32)C(C(=O)NC(C)(C)C)c2ccsc2)c(C)c1 (configuration not stated),nt,nt,nt,6,112,-23%,1%,-6,112
CC(C)NC(=O)Cn1c(SCC(=O)c2ccc(F)cc2)nc2ccccc21,-16,95,112,-24,138,nt,nt,24,138
Cc1sc2ncnc(N[C@@H](CCC(=O)O)C(=O)O)c2c1C,-5,100,106,2,206,-18%,11%,-2,206
Cc1ccc(C(=O)Nc2cccnc2)cc1S(=O)(=O)N1CCOCC1,8,88,80,2,188,-6%,11%,-2,188
COc1ccc(N2CCN(C(=O)Cc3ncc(C(F)(F)F)cc3Cl)CC2)cc1,nt,nt,nt,21,109,-19%,2%,-21,109
Cc1ccc(N2CC(C(=O)OCC(=O)C(C)(C)C)CC2=O)cc1 (configuration not stated),20,118,98,-12,107,4%,3%,12,107
CCOC(=O)c1c(C)[nH]c(NC(=O)Nc2c(C)n(C)n(-c3ccccc3)c2=O)c1C,-1,89,90,-7,163,-34%,-3%,7,163
CCCn1nc(NC(=O)c2ccccn2)c2cc3cc(C)ccc3nc21,-11,67,78,-15,163,-49%,1%,15,163
COCCSc1ccccc1C(=O)Nc1cc(C)on1,-1,102,103,-8,122,-7%,-5%,8,122
O=S1(=O)CCC(N=Cc2cc(Br)ccc2O)C1 (configuration not stated),-11,88,99,-5,164,-4%,-8%,5,164
Cc1cc(C)n2nc(S(=O)(=O)N(C)Cc3ccccc3)nc2n1,11,90,78,1,85,-25%,3%,-1,85
COc1ccc(N2C(=O)c3ccccc3NC23C(=O)N(C)c2ccccc23)cc1 (configuration not stated),nt,nt,nt,2,150,-40%,4%,-2,150
CCC(C)(C(=O)NC1CCCC1)N(Cc1ccco1)C(=O)Cc1cccs1 (configuration not stated),12,102,90,-2,184,-23%,13%,2,184
COc1ccc(CCNCc2ccc(OCc3ccc(Cl)nc3)c(OC)c2)cc1OC,nt,nt,nt,7,138,-77%,1%,-7,138
Cc1ccc(/C=C/C(=O)C2C(=O)c3ccccc3C2=O)cc1,nt,nt,nt,6,100,-16%,3%,-6,100
CCOC(=O)N1CCN(CC(=O)Nc2c(C(=O)OC)[nH]c3cc(C)ccc23)CC1,-3,45,48,-6,182,-39%,-3%,6,182
O=S1(=O)c2ccccc2N=NN1Cc1cc(Cl)cc(Cl)c1,0,1,2,3,48,-12%,-5%,-3,48
O=C(CSc1nc2c(c(=O)n1-c1ccc(F)cc1)SCC2)N1CCCC1,nt,nt,nt,-2,79,13%,-2%,4,79
O=C(c1nsc(Cl)c1Cl)N1CCCCC1,5,95,89,-4,44,8%,3%,4,44
COc1ccc(-c2ccc(OC)cc2)cc1,6,97,90,7,72,nt,nt,-7,72
Cc1nc(Sc2ccccc2)c(C#N)cc1-c1ccccc1,nt,nt,nt,nt,nt,30%,-9%,nt,nt
Cc1noc(C)c1C(=O)OCC(=O)NCCc1ccc(Cl)cc1,-6,89,95,3,193,0%,-10%,-3,193
Cc1cc2c(ncn2C(C)C)c(N)c1C,nt,nt,nt,nt,nt,4%,-4%,nt,nt
CC1Cc2ccccc2N1C(=O)CSc1nnnn1C (configuration not stated),nt,nt,nt,8,145,12%,-3%,-8,145
O=C(NCCc1ccccc1)C(=O)N/N=C/c1ccccc1C(F)(F)F,19,100,81,-1,149,26%,10%,6,60
CN1CCN(C(=O)CCCOc2ccc(Cl)cc2Cl)CC1,nt,nt,nt,-6,224,-35%,19%,6,224

# (more compounds)
SMILES,MRP reversal,MRP reversal cytotoxicity,MRP reversal with doxorubicin,IL1B NFkB inh,IL1B NFkB inh cell count 2 µM,PLAP inhibitors HTS,Bcl-B TR3 displacers,IL1B NFkB pot,IL1B NFkB pot cell count 2 µM
Cc1ccc(NC(=O)COc2ccc(S(=O)(=O)N3CCOCC3)cc2)cc1,-9,86,95,-2,155,-19%,6%,2,155
COc1ccc(/C(O)=C2/C(=O)C(=O)N(CCCN(C)C)C2c2ccc(Cl)cc2)cc1OC (configuration not stated),-15,90,104,-13,172,nt,nt,13,172
CCOC(=O)CN1C(=O)S/C(=C/c2cc(C)n(-c3ccccn3)c2C)C1=O,-36,64,100,-5,146,-20%,-2%,5,146
Cc1nnc(C)n1/N=C/c1cccc(Oc2ccccc2)c1,13,91,78,-7,115,nt,nt,7,115
Cc1ccccc1NS(=O)(=O)c1cc(C(=O)N2CCCC2)ccc1C,-1,86,87,-15,125,-32%,-1%,15,125
COc1ccc(C(=O)CN2C(=O)NC3(CCCc4ccccc43)C2=O)cc1OC (configuration not stated),3,98,94,-23,119,nt,nt,23,119
CCOc1cccc(-c2nnc3sc(-c4cccs4)nn23)c1,-22,33,55,nt,nt,3%,13%,nt,nt
Cc1ccc(SCCNC(=O)c2ccc(C)c([N+](=O)[O-])c2)cc1,nt,nt,nt,3,149,48%,0%,-3,149
N=c1ccn(Cc2ccc(Cl)cc2)cc1,0,82,83,2,128,13%,-11%,-2,128
Cc1ccc(N2C(=O)C3CC(c4ccccc4)=C4C5C=CC(C6C(=O)N(c7ccc(C)cc7C)C(=O)C56)C4C3C2=O)c(C)c1 (configuration not stated),nt,nt,nt,-6,154,-71%,-25%,6,154
COc1ccc(Cl)cc1NC(=O)CSc1nnc(COc2ccccc2)n1N,20,111,92,-8,117,-12%,0%,8,117
CC(C)CCn1nnnc1C(c1ccc(N(C)C)cc1)N1CCN(C(=O)c2ccco2)CC1 (configuration not stated),6,98,92,-2,162,-62%,-8%,2,162
CC(C)(C)C1CCC(OC(=O)CN2CCOCC2)CC1 (configuration not stated),9,108,99,-35,67,3%,-3%,35,67
CCOC(=O)N1CCN(C(=O)c2ccc3c(=O)n(-c4ccc(OC)cc4OC)c(=S)[nH]c3c2)CC1,-20,77,97,-6,156,-16%,-2%,6,156
CNC(=O)C1CCCN1S(=O)(=O)c1ccc(OC)cc1 (configuration not stated),-4,96,100,-20,130,0%,0%,20,130
Cc1ccc(C(=O)C2CCN(CC(=O)Nc3ccc4c(c3)OCCO4)CC2)cc1,7,95,88,18,123,-61%,-7%,-18,123
Cc1cc(C(F)(F)F)c(C#N)c(=O)[nH]1,10,102,92,-20,108,nt,nt,19,108
COc1ccc(CNC(C)(C)C)cc1Cl,1,94,93,8,182,11%,-10%,-8,182
CCCCOC(=O)Nc1ccccc1C(=O)OC,4,91,87,-23,76,-11%,2%,23,76
CC1(C)OC(=O)C2(Cc3ccccc3N3CCCCC32)C(=O)O1 (configuration not stated),5,91,86,-1,107,4%,4%,1,107
COc1cccc(-c2nnc(-c3ccc(C(F)(F)F)cc3)o2)c1,-2,89,91,-6,163,nt,nt,6,163
CCOC(=O)c1ccc(Nc2ccc(-c3ccc(OC)c(OC)c3)nn2)cc1,-9,32,41,13,71,14%,8%,-13,71
Cc1ccc(C)c(N=C2CCCN2Cc2ccccc2)c1C#N,25,82,57,1,85,nt,nt,-1,85
Cc1ccc(-c2nnn(CC(=O)N(c3ccccc3)C(C(=O)NC(C)(C)C)c3cccs3)n2)o1 (configuration not stated),30,98,68,-8,143,nt,nt,8,143
CCOC(=O)C1=C(c2cccc(F)c2)NC(=S)NC1C (configuration not stated),nt,nt,nt,-18,148,13%,10%,18,148

# A few values from above:
# For PLAP inhibitors HTS, CNC(=O)C1CCCN1S(=O)(=O)c1ccc(OC)cc1 (configuration not stated) is listed with 0%
# For PLAP inhibitors HTS, CC1(C)OC(=O)C2(Cc3ccccc3N3CCCCC32)C(=O)O1 (configuration not stated) is listed with 4%
# For MRP reversal cytotoxicity, Cc1ccc(C)c(N=C2CCCN2Cc2ccccc2)c1C#N is listed with 82
# For IL1B NFkB inh cell count 2 µM, COc1ccc(C(=O)CN2C(=O)NC3(CCCc4ccccc43)C2=O)cc1OC (configuration not stated) is listed with 119
# For MRP reversal, COc1ccc(/C(O)=C2/C(=O)C(=O)N(CCCN(C)C)C2c2ccc(Cl)cc2)cc1OC (configuration not stated) is listed with -15
# For MRP reversal with doxorubicin, Cc1ccc(C(=O)C2CCN(CC(=O)Nc3ccc4c(c3)OCCO4)CC2)cc1 is listed with 88
# For PLAP inhibitors HTS, CCOC(=O)C1=C(c2cccc(F)c2)NC(=S)NC1C (configuration not stated) is listed with 13%

# A portion of the library. The share of hits here may be higher or lower than overall.
